# Source: PubChem BioAssay
# hERG WT inh: blocks the wildtype human KCNH2 potassium channel. Q12809. U2OS, BacMam KCNH2, thallium flux FluxOr; hits give low values. activity change, % at 1.84 µM. hit rate 0.37% among 340,000. AID 720551;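 active means maximum activity change below -70%; inconclusive means maximum activity change between -70% and -50%; inactive means maximum activity change above -50%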; further: on the % scale 0 is the no-effect control and ±100 the full control effect
#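 U2OS cells transduced with wild-type KCNH2 virus are loaded with FluxOr dye for 45 min, and thallium flux is measured in kinetic reads before and after stimulation buffer. Rate constants are normalized to DMSO controls.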
# Mito fusion yeast: inhibitors of mitochondrial division or activators of mitochondrial fusion | AID 485298 | S. cerevisiae fusion-defective mutant growth rescue, CellTiterGlo 48 h | hit rate 0.23% among 320,000 | Potency, µM (doses to about 46.1 µM), without a hit: at the top dose growth rescue (activation), hits mostly activators;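 further: potency means the concentration at half of the fitted maximal effect; % of control where 0% means no effect; nearly all actives have a fitted effect of over 45% in size; temperature-sensitive fusion mutants such as fzo1-1 at 37 °C on non-fermentable ethanol glycerol medium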
#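 Compounds are tested for their ability to restore growth of mitochondrial fusion-defective yeast strains at non-permissive 37C in YPEG medium over 48 hours. Viability is quantified by luciferase luminescence.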
# TRPV1 agonist: activates the human vanilloid receptor TRPV1 | Q8NER1 | AID 540275 | hit rate 0.19% among 320,000 | TRPV1-expressing cells, Fluo-8 calcium influx, agonist mode | activation, % at 8.33 µM; in the data active means activation above about 80%; inconclusive means between about 30% and that limit; further: 0% is about no effect
#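 Fluo-8 calcium influx in TRPV1-expressing cells, kinetic read (ex 480/em 520 nm). Compound added and read 3 min for agonist activity, followed by capsaicin at EC20 final and 2 min further read for enhancement.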
# KCNH2 3.1 inh: inhibitors of human KCNH2 3.1 potassium channel isoform | AID 720553 | activity change, % (tested at about 1.8 µM) | hit rate 0.95% among 340,000 | U2OS KCNH2 3.1, thallium flux FluxOr; hits give low values;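 active means maximum activity change below -70%; inconclusive means maximum activity change from -70% to -50%; inactive means maximum activity change above -50%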;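 further: thallium influx rate constant from kinetic fluorescence after stimulation buffer; on the % scale 0 is the no-effect control and ±100 the full control effect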
#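 FluxOr-based Tl+ influx in U2OS cells transduced with KCNH2 3.1 virus; rate constants normalized to DMSO controls.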
# USP2a inh: inhibitors of human ubiquitin-specific protease USP2a; O75604; USP2 core, Ub-CHOP2 coupled fluorogenic reporter, 485/531; Potency, µM (highest dose often 38.3 µM), for inactives: top-dose activity change, negative = inhibition, actives largely listed as inhibitors; hit rate 0.01% among 330,000;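 further: potency means the concentration at half of the fitted maximal effect; plate controls were DMSO wells for no effect and full inhibition by NEM control for full effect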
#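 Deubiquitinase activity read as fluorescence (485/531 nm) after Ub-CHOP2 cleavage activates the enterokinase reporter on its substrate; USP2 core 10nM, Ub-CHOP2 and substrate 25nM each, 30min compound preincubation then 60min RT; data normalized to NEM, curves fitted.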
# AT treatment: potential ataxia-telangiectasia treatments restoring KAP-1 phosphorylation | hit rate 0.19% among 320,000 | AID 485349 | […] A-T fibroblasts, KAP-1 phosphorylation AlphaLISA; neocarzinostatin DNA damage 30 min before lysis | Potency, µM (highest dose often 57.5 µM), inactives show top-dose activation, hits mostly activators; further: potency means the concentration at half of the fitted maximal effect; % of control where 0% means no effect; nearly all actives have a fitted effect of over 45% in size
#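 hTERT-immortalized A-T patient fibroblasts ([…]), 500 cells/well in OPTI-MEM, 1% FBS, got compounds for 60 min, then NCS for 30 min at 37C. Lysates were then assayed for phospho-KAP-1 by AlphaLISA (anti-pKAP1 donor, anti-KAP1 acceptor beads), 6 hr at 25C.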
# Eya2 phos inh: blocks the phosphatase activity of human Eya2; recombinant Eya2, OMFP fluorescence dephosphorylation (OMFP is methylfluorescein phosphate); Potency, µM (titrated, usually from 76.9 µM), inactives show top-dose activity, negative = inhibition, usual class: inhibitors; hit rate 0.006% among 330,000; further: potency means the concentration at half of the fitted maximal effect; on the % scale 0 is the no-effect control and ±100 the full control effect
# Target sequence (O00167 whole entry, looked up): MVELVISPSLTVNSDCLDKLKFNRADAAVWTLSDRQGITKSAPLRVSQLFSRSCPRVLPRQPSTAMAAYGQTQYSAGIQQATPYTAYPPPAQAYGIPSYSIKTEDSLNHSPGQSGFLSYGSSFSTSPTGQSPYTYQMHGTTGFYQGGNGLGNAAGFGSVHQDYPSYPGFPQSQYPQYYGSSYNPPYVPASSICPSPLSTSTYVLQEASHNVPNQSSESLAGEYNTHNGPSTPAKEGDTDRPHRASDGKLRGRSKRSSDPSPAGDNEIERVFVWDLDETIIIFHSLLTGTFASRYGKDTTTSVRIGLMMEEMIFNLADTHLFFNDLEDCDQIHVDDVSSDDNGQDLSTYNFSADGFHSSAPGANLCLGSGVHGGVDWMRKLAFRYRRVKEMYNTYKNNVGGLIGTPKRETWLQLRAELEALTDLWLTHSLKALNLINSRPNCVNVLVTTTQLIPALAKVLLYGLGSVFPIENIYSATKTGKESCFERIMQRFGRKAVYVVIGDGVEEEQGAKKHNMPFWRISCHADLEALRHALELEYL
#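 Eya2 (0.2 uM) preincubated 10 min at ambient with compound, then OMFP substrate added at 50 uM; 10 min reaction in 50 mM HEPES pH 7.5, 50 mM NaCl, 5 uM MgCl2, 0.05% BSA, 1 mM DTT. Fluorescence read at Ex 485/Em 525 nm.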
# ELG1 repair inh: ELG1-dependent DNA repair inhibition. HEK293T ELG1-luciferase reporter, luminescence, 16 h; DNA damage induced by 5-fluorouridine. Potency, µM (titrated, usually from 46.1 µM), for the others: at the top dose activity change, negative = inhibition, usual class: inhibitors. hit rate 2.3% among 330,000; further: potency means the concentration at half of the fitted maximal effect; on the % scale 0 is the no-effect control and ±100 the full control effect; nearly all actives have a fitted effect of over 55% in size
#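 Quantitative HTS, concentration-response format. 2,000 cells/well co-treated with 5-fluorouridine and compound, 16 hr in 5% CO2 at 37 °C; ONE-Glo luminescence read after 30 min.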
# TCR activator: T cell receptor activation. primary human leukocytes, anti-CD3, IL-2 HTRF, 48 h. Potency, µM (highest dose often 9.22 µM), for the others: at the top dose activation of IL-2 secretion, most hits filed as activators. 330,000 tested, under 10 active. AID 504894; further: % of control where 0% means no effect
#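 1) Mix primary human leukocytes, a-CD3 beads and compound. 2) Incubate 48 hr. 3) Add HTRF IL-2 reagents (a-IL-2-K, a-IL-2-d2).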
# TSHR antagonist: human thyrotropin receptor antagonism; activity change, negative = inhibition, % at 11.5 µM; P16473; TSHR-expressing cells, TSH-stimulated cAMP HTRF, 2 h; hits give low values; hit rate 0.2% among 330,000;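 active means activity change below a set negative limit, meaning inhibition stronger than a set level, cut at about -70% in these data; inconclusive means activity change between two set negative limits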; further: on the % scale 0 is the no-effect control and ±100 the full control effect
#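 Competitive HTRF cAMP read-out (cryptate anti-cAMP antibody, cAMP-d2; 30 min, room temperature) in freshly harvested TSHR cells. Compounds added before TSH at EC80 (4nM final), followed by 2 hours' incubation at 37 deg C.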
# An asterisk follows results filed as active; ? = inconclusive; . = not tested or not shown; [ ] = another dose, or the depositor's remark. Unless noted, the call rests on the fitted dose curve; in most records, active means well fitted curve in the direction sought with a large enough effect; inconclusive means small, poorly fitted or top-dose-only effect, or another doubt; inactive means no such curve, though single readings can be large; an effect the other way counts as inactive or inconclusive. Some of the compounds tested; the hit share may differ from the screen's.
# Below each compound: hERG WT inh, Mito fusion yeast, TRPV1 agonist, KCNH2 3.1 inh, USP2a inh, AT treatment, Eya2 phos inh, ELG1 repair inh, TCR activator, TSHR antagonist
O=C1CC(C(=O)Nc2ccccc2)N=C(N2CCOCC2)N1 (centres undefined)
  0, 1%, -1, 4, -1%, -5%, 5%, 16%, ., -3
CCOc1cc(CNCCO)cc(Br)c1OCc1ccc(Cl)cc1Cl
  -3, -26%, ., -21, 5%, 16%, 1%, ?, 4%, ?
CCOc1ccc(N2CC(C(=O)Nc3ccc(S(=O)(=O)N4CCCC4)cc3)CC2=O)cc1 (centres undefined)
  -9, 3%, -1, -9, 1%, -11%, -19%, 0%, -1%, 8
COc1ccc(Oc2ccc(NC(=O)c3ccccc3C)cc2)cc1
  2, 10%, 28, -7, 2%, -2%, -3%, ?, 6%, 0
c1ccc(-n2cnnc2SCc2cn3cccnc3n2)cc1
  7, 0%, 0, 0, 1%, ., 12%, -3%, -3%, 4
CC(Oc1ccc(Br)cc1)C(=O)NC1CCN(Cc2ccccc2)CC1 (centres undefined)
  23, -1%, 23, -12, 0%, -4%, -10%, ?, 7%, -4
N#CC1=C(N)Oc2n[nH]c(-c3cccs3)c2C1c1cccnc1 (centres undefined)
  -2, -3%, -2, -16, -3%, -9%, -5%, 29%, -2%, -4
CCC(=O)Nc1sc2c(c1C(N)=O)CCN(C(C)=O)C2
  1, 0%, 1, -6, 0%, -4%, -3%, ?, 1%[46.1 µM], 3
Cc1cc2nc(C)c3c(n2n1)CCC3
  -8, 5%, -3, 12, -1%, -3%, 1%, 18%, -56%, 6
C=CCn1c(COc2ccccc2)nnc1SCC(=O)Nc1ccc2c(c1)OCCO2
  -2, -1%, -2, 6, 2%, -4%, 10%, -9%, -1%, 8
Cc1cc(NC(=O)CCC(=O)N(Cc2ccco2)C(C)(C)C(=O)NC2CCCCC2)no1
  -3, -1%, 1, 9, 1%, -4%, 2%, -12%, -4%[46.1 µM], -6
COc1cc(/C=C/CN2CCN(Cc3ccc(C)o3)C(CCO)C2)ccc1O (centres undefined)
  7, -4%, 2, -6, 0%, 0%, -2%, 4%, 1%, -2
CN(CC(=O)Nc1ccccc1Cl)C(=O)COC(=O)C1CC1
  -2, 5%, -2, 3, 2%, 5%, -10%, 25%, 3%, -2
CC(C)(C)NC(=O)Cn1c(=O)n(CC(=O)NC(C)(C)C)c2ccccc21
  -1, -12%, -2, -28, 3%, -9%, -3%, 6%, 1%, 12
CN(C)S(=O)(=O)c1cccc(COc2ccccc2C(=O)Nc2ccccc2)c1
  2, 10%, 3, 1, 2%, 17%, 8%, ?, -1%, -21

# Further results.
# Below each compound: hERG WT inh, Mito fusion yeast, TRPV1 agonist, KCNH2 3.1 inh, USP2a inh, AT treatment, Eya2 phos inh, ELG1 repair inh, TCR activator, TSHR antagonist
COc1cccc(-c2c(-c3cc(OC)cc(OC)c3)n(C)c3ccc(-c4ccc5[nH]ccc5c4)cc23)c1
  7, 2%, 0, 27, -1%, 7%, 8%, -4%, -4%, 19
Cc1ccc(NC(=O)C2CCCN2C(=O)OCc2ccccc2)cc1F (centres undefined)
  12, -1%, 3, 3, 0%, 10%, 5%, 7%, -1%, -4
Cc1nn(C)c(C(=O)N/N=C/c2ccc(-c3ccccc3)cc2)c1Cl
  10, 1%, 3, -2, -1%, 1%, -16%, -1%, -5%, -11
NS(=O)(=O)c1ccc(CCNC(=O)COC(=O)/C=C/c2ccc(OC(F)F)cc2)cc1
  -3, 0%, -3, -9, -1%, 9%, 9%, 12%, -1%, -18
Cc1cccc(C)c1Nc1nnc(SCC(=O)NC(=O)c2cccn2C)s1
  -6, 1%, -1, -10, 4%, -10%, -2%, 13%, 4%[46.1 µM], -9
Cc1cc(NC(=O)c2cc(-c3ccc(OC(C)C)cc3)nc3ccccc23)no1
  -19, -3%, 3, -10, -13%, -5%, -8%, -26%, 1%, 0
CCSc1nnc(-c2c[nH]c3ccccc23)o1
  -5, 26%, ?, 17, -3%, 13%, 7%, ?, -1%, -1
N#Cc1ccc(NC(=O)COC(=O)C2Cc3ccccc3CN2C(=O)c2ccccc2)cc1 (centres undefined)
  13, -9%, 1, 24, 2%, 2%, -2%, 10µM*, -2%[46.1 µM], 5
N/C(=N/O)c1nc(N2CCCC2)nc(N2CCCC2)n1
  -10, -6%, -4, -49, 1%, -6%, 1%, 9%, -3%, .
CCN(C(=O)CSc1nc2cc(Cl)ccc2c(=O)n1CC(C)C)C1CCS(=O)(=O)C1 (centres undefined)
  -11, -5%, 2, -6, 4%, 2%, 3%, 9%, -1%, -3
O=C(O)c1cccnc1SC1CC(=O)N(Cc2ccccc2)C1=O (centres undefined)
  0, 2%, -3, -12, 1%, -3%, -11%, 4%, -15%, -8
COc1ccc(-c2sc3cc(OC)c(OC)cc3c2-c2ccc(O)cc2)cc1
  5, ., ., 5, -13%, -5%, -9%, ?, -9%, 28
C=CCOc1ccc(CNc2ccc3[nH]c(=O)[nH]c3c2)cc1OC
  -6, -2%, 4, 15, 7%, 1%, -1%, -9%, 9%, 18
Cc1c(C(=O)N(C)C(C)c2ccccn2)oc2c(F)cccc12 (centres undefined)
  -4, 4%, 26, 16, -1%, 21%, -1%, ?, -1%, 34
O=C(CCN1C(=O)/C(=C/c2ccc(F)cc2)SC1=S)Nc1cc([N+](=O)[O-])ccc1O
  4, 9%, 5, 24, 5%, 10%, 6%, 11%, 10%, -6

# One compound at a time, as listed above. Values in the order: hERG WT inh, Mito fusion yeast, TRPV1 agonist, KCNH2 3.1 inh, USP2a inh, AT treatment, Eya2 phos inh, ELG1 repair inh, TCR activator, TSHR antagonist
# Cc1cc(NC(=O)c2cc(-c3ccc(OC(C)C)cc3)nc3ccccc23)no1 is entered as -19, -3%, 3, -10, -13%, -5%, -8%, -26%, 1%, 0
# COc1cccc(-c2c(-c3cc(OC)cc(OC)c3)n(C)c3ccc(-c4ccc5[nH]ccc5c4)cc23)c1 is entered as 7, 2%, 0, 27, -1%, 7%, 8%, -4%, -4%, 19

# The list goes on.
SMILES	hERG WT inh	Mito fusion yeast	TRPV1 agonist	KCNH2 3.1 inh	USP2a inh	AT treatment	Eya2 phos inh	ELG1 repair inh	TCR activator	TSHR antagonist
COc1ccc(COCC(O)CN2CCN(S(=O)(=O)c3ccc(C(C)C)cc3)CC2)cc1 (centres undefined)	1	7%	14	-19	-13%	?	-21%	13µM*	-3%	-48
CCC(=O)N/N=c1/sc2ccccc2n1C	3	5%	2	23	1%	5%	-3%	-4%	-13%	-1
CSc1ccccc1C(=O)NCc1ccc2c(c1)OCO2	-7	8%	1	-4	-3%	.	-11%	1%	3%	8
COc1cc(/C=C2\C(=O)N(c3ccc(NC(C)=O)cc3)N=C2c2ccccc2)ccc1O	-9	2%	5	-4	1%	6%	-2%	12%	1%	5
c1ccc(CN2c3ccccc3-c3nc4ccccc4n3C2c2ccccn2)cc1 (centres undefined)	1	9%	?	-3	-9%	19%	0%	?	0%	7
CCCC(=O)n1nc(-c2cccnc2)nc1NCc1cccs1	12	-19%	4	12	0%	-1%	-3%	-2%	-7%	-8
O=C(CCl)NC(=O)NC12CC3CC(CC(C3)C1)C2	-2	8%	-1	22	1%	-6%	0%	16µM*	-4%[46.1 µM]	-18
CCOc1cc(Br)ccc1S(=O)(=O)N1CCC(C(N)=O)CC1	4	-7%	-1	.	-3%	1%	0%	10%	3%[46.1 µM]	2
N[C@@]12CCc3nonc3[C@]1(O)CC(c1ccccc1)=[N+]2[O-]	-10	-1%	-6	41	-1%	-1%	5%	3%	-16%	1
COc1ccccc1C(=O)NNC(=O)C(=O)NC1CCCCC1	-1	-4%	-1	0	2%	0%	9%	?	7%	9
CC(C)(C)[C@@H]1COC(=O)[C@H](Cc2ccc(F)cc2)C/C=C\C[C@H](CC(=O)N(CCO)Cc2ccccc2)C(=O)N1	7	.	.	5	3%	-4%	-31%	21µM*	-9%	-16
CC(C)C1CC(CCNCc2ccc3c(c2)OCO3)(c2ccccc2)CCO1 (centres undefined)	13	-6%	4	-5	-1%	6%	-21%	-24%	1%	-5

# An excerpt from above in order of their number in TCR activator, descending.
molecule	TRPV1 agonist	Eya2 phos inh	TCR activator	TSHR antagonist
CSc1ccccc1C(=O)NCc1ccc2c(c1)OCO2	1	-11%	3%	8
COc1cc(/C=C2\C(=O)N(c3ccc(NC(C)=O)cc3)N=C2c2ccccc2)ccc1O	5	-2%	1%	5
c1ccc(CN2c3ccccc3-c3nc4ccccc4n3C2c2ccccn2)cc1 (centres undefined)	?	0%	0%	7
COc1ccc(COCC(O)CN2CCN(S(=O)(=O)c3ccc(C(C)C)cc3)CC2)cc1 (centres undefined)	14	-21%	-3%	-48
CCC(=O)N/N=c1/sc2ccccc2n1C	2	-3%	-13%	-1
